# Source: PubChem BioAssay
# Runt-CBFb FRET: blocks binding of human RUNX1 Runt domain to CBFb; Q01196+Q13951; Cerulean-Runt/Venus-CBFb FRET ratio 530/480, 1 h; 220,000 compounds, 0.46% hits; inhibition, % at 20 µM;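 active = inhibition over about 50% at 20 µM in the single-dose screen, limit read from the data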;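 also: 0% = DMSO wells and 100% = excess unlabeled CBFb competitor control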
#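 Assay system: Cerulean-Runt domain fusion protein, energy donor; Signal: fluorescence energy transfer, 422 nm excitation, 530/480 nm emission; Timing: 1 h compound exposure, room temperature; Control set: unlabeled CBFb; Medium: Tris buffer pH 7.5 with salts and BSA; Compound: single test concentration of 20 µM, 1% DMSO final; Probe or stimulus: Venus-CBFb 100 nM.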
# RBBP9 inhibitor: inhibitors of human serine hydrolase RBBP9 | O75884 | recombinant RBBP9, FP-Rh probe fluorescence polarization | inhibition, % at 7.94 µM | 220,000 compounds, 0.2% hits | AID 1515;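 active = inhibition above the campaign mean of all tested compounds plus 3 SD, cut at about 14% in these data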;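 also: plate controls were DMSO wells with RBBP9 for no effect and wells lacking RBBP9 protein for full effect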
# Target sequence (O75884 whole entry, looked up): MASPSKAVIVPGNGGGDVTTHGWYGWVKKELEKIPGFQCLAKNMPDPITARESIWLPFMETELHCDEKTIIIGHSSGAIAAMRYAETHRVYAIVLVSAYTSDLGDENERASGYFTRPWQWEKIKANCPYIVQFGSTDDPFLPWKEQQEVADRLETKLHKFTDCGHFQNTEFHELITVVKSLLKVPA
#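 Test system – recombinant human RBBP9 · Input – RBBP9 2.5 µM in dispensing solution, pre-mixing · Medium – Tris buffer pH 8.0, NaCl, Pluronic · Schedule – preincubation 30 min plus labeling 45 min at 25 °C · Measured by – fluorescence polarization · Measure – % inhibition · Controls – DMSO and no-protein wells · Replicates – one well per compound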
# L929 necroptosis: L929 zVAD cell death inhibition; 220,000 compounds, 0.38% hits; L929 zVAD necroptosis rescue, ATP luminescence, 24 h; with zVAD 60 µM; AID 1377; viability rescue, % at 10 µM;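 active = activation, scaled between plate controls, above about 75%, limit read from the data; inactive = activation under that limit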;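 also: 0% = zVAD with DMSO and 100% = DMSO alone without zVAD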
# Runt-SMMHC FRET: blocks binding of human RUNX1 Runt domain to CBFb-SMMHC; Cerulean-Runt/Venus-CBFb-SMMHC FRET ratio 530/480, 1 h; Q01196+Q13951; 220,000 compounds, 0.74% hits; inhibition, % at 20 µM; AID 1434;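 active = mean inhibition across duplicate retests at 20 µM reaching about 50%, limit read from the data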;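 also: 0% = DMSO wells and 100% = wells with excess untagged CBFb-SMMHC; inhibitors lower the FRET ratio by blocking Runt binding to CBFb-SMMHC; some results filed as inactive read as strong as hits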
# PERK inhibitor: inhibitors of human PERK kinase; Q9NZJ5; inhibition, % at 5.6 µM; CHO PERK-DD fusion, SEAP luminescence translation reporter; 220,000 compounds, 0.17% hits;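 active = inhibition above the mean inhibition of all tested compounds plus 3 SD, set separately per screening campaign, cut at about 2.9% in these data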;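 also: PERK kinase domain activated by AP20187 dimerizer at 100 nM; 0% = DMSO with dimerizer and 100% = rapamycin at 8.4 µM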
# EP2 mod: modulates human prostaglandin E2 receptor EP2 signaling | P43116 | EP2-expressing cells, cAMP HTRF FRET, PGE2 co-stimulation | induction, % at 25 µM | 260,000 compounds, 0.83% hits | AID 940;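 active = compounds whose cAMP rise, as percent of the full-agonist control response, exceeds 60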;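 also: rat C6 glioma line stably carrying human EP2 under a CMV promoter; the protocol text gives 20 µM as final concentration; 100% = response of wells given 1 µM PGE2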
# Target sequence (P43116 whole entry, looked up): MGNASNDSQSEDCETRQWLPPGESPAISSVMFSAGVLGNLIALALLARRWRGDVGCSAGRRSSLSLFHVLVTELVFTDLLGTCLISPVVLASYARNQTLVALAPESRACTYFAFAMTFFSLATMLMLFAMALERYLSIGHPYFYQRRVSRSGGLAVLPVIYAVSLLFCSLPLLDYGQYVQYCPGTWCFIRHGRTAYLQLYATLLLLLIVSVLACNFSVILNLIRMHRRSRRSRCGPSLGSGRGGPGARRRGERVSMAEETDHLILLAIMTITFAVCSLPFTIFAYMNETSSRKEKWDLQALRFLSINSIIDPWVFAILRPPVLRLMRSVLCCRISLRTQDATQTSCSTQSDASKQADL
# Hck-Nef inh: inhibitors of human Hck kinase activated by Nef; P08631; Recombinant Hck-YEEI plus Nef, Z-Lyte FRET kinase assay; inhibition, % at 20 µM; 220,000 compounds, 0.68% hits; AID 463187;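 active = Hck-Nef kinase inhibition above about 50%, limit read from the data; inactive = inhibition below that limit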;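 also: 0% = DMSO with Hck plus Nef and 100% = Hck alone without Nef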
# Target sequence (P08631 whole entry, looked up): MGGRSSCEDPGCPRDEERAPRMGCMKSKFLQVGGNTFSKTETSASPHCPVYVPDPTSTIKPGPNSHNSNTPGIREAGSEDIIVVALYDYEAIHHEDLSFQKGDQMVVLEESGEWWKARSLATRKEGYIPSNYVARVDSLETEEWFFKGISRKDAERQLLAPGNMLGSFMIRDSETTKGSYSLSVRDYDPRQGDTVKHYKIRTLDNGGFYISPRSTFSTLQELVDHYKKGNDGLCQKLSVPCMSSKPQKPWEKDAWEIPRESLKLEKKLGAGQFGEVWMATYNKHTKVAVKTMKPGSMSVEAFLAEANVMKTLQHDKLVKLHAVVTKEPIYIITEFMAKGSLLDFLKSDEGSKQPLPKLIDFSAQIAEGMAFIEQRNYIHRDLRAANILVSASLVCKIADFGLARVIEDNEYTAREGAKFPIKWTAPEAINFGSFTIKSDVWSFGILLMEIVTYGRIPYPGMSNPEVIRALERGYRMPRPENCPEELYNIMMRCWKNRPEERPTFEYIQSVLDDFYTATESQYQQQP
# TNF necrop inh: TNF-alpha cell death inhibition in Jurkat FADD-/- cells. Jurkat FADD-/- TNF necroptosis rescue, ATP luminescence, 24 h; 0 = TNF only, 100 = no-TNF cells. activation (protection from cell death), % at 10 µM. 220,000 compounds, 0.068% hits. AID 463075;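 active = activation, meaning protection from cell death, of at least 50% relative to plate controls; inactive = activation below 50%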;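 also: necroptosis triggered by 40 ng/mL TNF-alpha added together with compound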
# EP2 antag: inhibitors of human EP2 prostaglandin E2 receptor; P43116; 260,000 compounds, 0.52% hits; inhibition, % at 25 µM; C6 glioma cells expressing human EP2, cAMP TR-FRET; cells stimulated with saturating PGE2;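 active = percent inhibition above 40 after rounding to a whole number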;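 also: rat C6 glioma host cells with rolipram phosphodiesterase inhibitor present; the protocol text gives 20 µM as final concentration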
# * = called active by the depositor; nt = not tested or not shown; & = joins results of further samples.
SMILES,Runt-CBFb FRET,RBBP9 inhibitor,L929 necroptosis,Runt-SMMHC FRET,PERK inhibitor,EP2 mod,Hck-Nef inh,TNF necrop inh,EP2 antag
CCOC(=O)c1c(-c2ccccc2)oc2ccc(OC(=O)N(C)C)cc12,-7,-2,0.3,-2,-1.9,28,-1,2.1,7
Cc1cc(C=C2C(=O)N(C)C(=O)N(C)C2=O)c(C)n1-c1ccccc1,3,-3,1.3,-7,-1.0,5,23,0.9,7
FC(F)(F)c1cccc(-n2nnnc2C2(N3CCOCC3)CCCCC2)c1,-1,-6,-0.3,-1,-1.3,15,-1,-1.5,10
CCC1CCCCN1P(=O)(c1ccc(C)o1)C(C)(C)C (stereo not drawn),-1,0,-0.2,-5,1.1,12,0,-0.5,6
O=C1NC(=O)C(CCc2ccncc2)(Cc2ccc([N+](=O)[O-])cc2)C(=O)N1,-2,-10,1.5,-2,0.7,21,-1,0.9,6
COc1ccc(N2CCN(C(CNC(=O)Oc3ccccc3)c3cccnc3)CC2)cc1 (stereo not drawn),1,5,0.1,2,1.0,-1,13,0.1,7
CCC(NC(=O)OC(C)(C)C)C(=O)Oc1cc(C)cc2oc(=O)c3c(c12)CCC3 (stereo not drawn),6,-3,0.0,-1,0.0,28,0,-2.3,6
CCc1ccccc1NC(=O)CSc1nnc([C@@H](N)Cc2c[nH]c3ccccc23)o1,-3,1,-0.1,-2,0.0,-35,2,-3.7,4
Cc1c(N)c(C)c([N+](=O)[O-])c(C)c1[N+](=O)[O-],-1,-12,13,1,0.9,-28,24,0.5,14
CN(C)CCOC(=O)c1cn(Cc2ccccc2)c2ccccc12,-2,1,2.8,-3,-0.9,-16,2,-4.7,16
CC(C)CN1CCN(Cc2ccc(F)cc2Cl)CC1CCO (stereo not drawn),0,-7,0.1,-1,-1.0,5,8,3.3,11
NC(=O)Nc1cccc(C(F)(F)F)c1,1,0,0.2,-2,1.3,2,0,-1.1,1
Cc1cccc(N2C(=O)NC(=O)/C(=C\c3ccc(N4CCOCC4)cc3)C2=O)c1,2,-11,0.3,8,0.8,-48,8,-0.6,8
c1cc2c(cc1[C@H]1OC[C@H]3[C@@H]1CO[C@@H]3c1ccc3c(c1)OCO3)OCO2,1,nt,-0.3,1,nt,-23,18,-4.9,15
O=C1NC(=O)C(=Cc2ccc(Oc3ccc([N+](=O)[O-])cc3)cc2)C(=O)N1,5,0,0.9,1,1.2,23,30,-0.4,15
O=C(O)C1(c2ccc(Cl)cc2)CCC1,0,-6,-0.2,0,0.8,2,1,-0.3,13
CCCn1cc2c3c(cccc31)C1CC(C)CN(C)C1C2 (stereo not drawn),-4,9,-1.0,-6,1.6,19,16,4.7,5
Cc1ccc2c(c1)c(=O)c1c3n2CCN(CC2CO2)C3CC1 (stereo not drawn),4,3,-0.3,11,1.0,-15,6,-2.1,7
CCCCCCn1c(O)c(C=Nc2ccccc2N2CCOCC2)c(=O)[nH]c1=S,-217,-6,-0.8,-50,-0.4,9,-20,-5.4,22
CC(C)OP(=O)(OC(C)C)C(NCc1ccccc1)c1ccccc1 (stereo not drawn),-1,2,0.0,-5,-1.0,21,-39,0.7,9
O=S(=O)(c1ccc(Cl)cc1)N1CCCCC1c1cccnc1 (stereo not drawn),1,0,0.6,-1,0.1,18,2,1.6,4
O=C(COC(=O)c1ccc(O)cc1)Nc1ccc(Cl)cc1C(=O)c1ccccc1,2,-9,-0.1,6,-0.1,26,0,1.2,7
CC1CN=C(Nc2ccc(F)cc2)S1 (stereo not drawn),-2,-7,0.4,7,0.3,-22,24,9.2,3
COC(=O)c1ccc(-n2c(C)nc3ccccc3c2=O)cc1,2,-2,2.7,2,1.2,10,-1,0.3,13
CCN1C(=O)NC(=O)/C(=C/c2cc(C)n(-c3sc(C)c(C)c3C#N)c2C)C1=O,2,-4,-1.1,-9,0.6,6,9,1.3,8
CCCCN1C(=O)C(C2c3ccccc3C(=O)N2Cc2ccccc2)C(=O)NC1=S (stereo not drawn),-1,2,-0.2,-2,0.1,17,1,-0.8,8
Cc1c(C=O)c2ccccc2n1Cc1ccccc1F,0,-2,-1.5,-2,2.1,22,15,-4.0,6
O=C1NC(=O)N(Cc2ccccc2Cl)C(=O)/C1=C/c1cccs1,21,-9,-1.1,33,1.3,-83,32,-0.9,33
CCN(N=Nc1nonc1OC)c1nonc1OC,-3,2,-0.2,0,0.8,3,15,-2.8,6
COC(=O)c1c(C)n(Cc2ccc3c(c2)OCO3)c2ccc(O)cc12,0,7,0.1,4,0.1,-21,0,-3.0,10

# As entered above.
# PERK inhibitor with CC1CN=C(Nc2ccc(F)cc2)S1 (stereo not drawn) = 0.3
# TNF necrop inh with O=C1NC(=O)N(Cc2ccccc2Cl)C(=O)/C1=C/c1cccs1 = -0.9

# New compounds follow
SMILES,Runt-CBFb FRET,RBBP9 inhibitor,L929 necroptosis,Runt-SMMHC FRET,PERK inhibitor,EP2 mod,Hck-Nef inh,TNF necrop inh,EP2 antag
COP(=O)(OC)C(O)C(Cl)(Cl)Cl (stereo not drawn),1,-9,-1.2,3,0.7,47,-9,-0.6,nt
CCCCCCNC(=O)N[C@@H](Cc1ccc(O)cc1)C(=O)NCCC[C@H]1CN2C(=NC[C@H]2C)N1CC1CCC1,1,nt,0.8,7,nt,6,27,1.2,12
CCCNC1=C(C)C(=O)C2=C(C1=O)C(COC(N)=O)[C@]1(OC)C3NC3CN21 (stereo partly drawn),1,-8,-0.1,0,0.8,-10,13,-12,8
c1ccc2c(CNC3CCCCC3)c[nH]c2c1,2,-12,-0.4,4,-0.3,-13,1,-0.2,3
CCCN1CCC2(CC1)NC(CO)(CO)CO2,3,0,-0.2,5,-0.7,19,0,-0.7,6
Clc1ccccc1Nc1ncnc(-n2cccc2)n1,-1,4,0.5,-8,0.8,37,1,-6.0,2
CCCCNC(=O)Nc1ccc(C(O)(C(=O)OCC)C(F)(F)F)cc1 (stereo not drawn),-3,-8,0.6,2,0.4,2,0,2.3,2
CC(c1ccccc1F)n1cc(C(=O)Nc2ccc3nc[nH]c3c2)nn1 (stereo not drawn),0,6,1.9,1,-0.4,-17,0,1.4,15
COc1cc(C(c2c(C)[nH]n(-c3ccccc3)c2=O)c2c(C)[nH]n(-c3ccccc3)c2=O)cc(OC)c1OC,nt,-2,-0.2,-5,-0.2,9,1,-7.9,nt
CN(C)c1ccc(/C=C/c2cc[n+](C)c3ccccc23)cc1,-1,-13,-1.3,-5,0.4,-87,-4,-6.0,56*
CN1C(=O)C(Cc2cccs2)C(=O)N(C)C1=O,1,-5,0.5,4,0.0,15,1,0.8,5
Fc1ccc(C2=CCN(C(c3cccs3)c3nnnn3CCc3ccccc3)CC2)cc1 (stereo not drawn),-1,-9,-0.6,2,-0.5,36,-20,0.9,12
Cc1cc(C)c(-n2c(O)c(/C=N/NC(=O)c3ccncc3)c(=O)[nH]c2=O)c(C)c1,9,-13,0.7,19,0.7,26,15,-0.3,7
CCCCCCCCN=Cc1c(O)[nH]c(=O)[nH]c1=O,1,-4,0.0,-5,0.1,-13,2,-1.8,5
CN1CCN(c2ccc([N+](=O)[O-])c(Sc3nncn3C)c2)CC1,2,-7,-0.1,-6,0.8,2,3,1.2,10
CCn1c(O)c(/C=N/NC(=O)c2ccccc2)c(=O)n(CC)c1=S,36,-2,1.6,70*,-0.3,-47,10,-0.4,11
CNC(=O)Oc1cccc2ccccc12,0,-5,0.2,-8,1.0,1,-5,-8.5,9
COc1ccccc1N1C(=O)NC(=O)/C(=C\c2cnn(-c3ccccc3)c2)C1=O,8,-6,0.6,4,0.4,-57,38,-0.6,34
COc1ccc(C2SCC(=O)Nc3c2c(C)nn3-c2ccccc2)cc1 (stereo not drawn),1,-9,-0.7,1,-1.8,-14,2,-0.5,12
CC(=O)Nc1ccc(OC(=O)N(C)C)cc1,-2,-4,-0.3,-1,2.2,3,2,0.0,5
Nc1ccc(C2(c3ccc(N)cc3)CN3CCC2CC3)cc1,0,-1,0.0,-2,-1.0,10,1,1.0,21
Cc1nn(Cc2ccccc2Cl)c(C)c1C(=O)OCC(=O)N1CC(C)OC(C)C1 (stereo not drawn),0,-3,0.1,2,0.4,13,1,0.0,6
Cc1c(C(c2ccccc2Cl)c2c(O)c3ccccc3oc2=O)c(=O)n(-c2ccccc2)n1C (stereo not drawn),2,-10,0.4,4,0.1,30,4,0.0,5
CCn1cc(C(=O)O)c(=O)c2ccc(C)nc21,0&-1,2,68&0.1,4&0,1.1,23&10&22&13,-6&33,0.2&1.9,11&15&11&10
CCC(=NCc1ccco1)c1c(O)n(Cc2ccccc2)c(=O)[nH]c1=O,2,2,0.0,-2,-1.0,35,4,-1.0,8
CC(Cc1ccccc1Sc1ccccc1O)N(C)C (stereo not drawn),1,-6,-0.5,-2,0.0,-23,2,-0.5,-3
COc1cccc(C2C([N+](=O)[O-])=C(N)Oc3c2c(=O)oc2ccccc32)c1 (stereo not drawn),1,-9,0.6,-3,-0.3,33,3,0.5,5
COC(=O)C1=COC(C)C2CN3CCC4(C(=O)Nc5ccccc54)C3CC12 (stereo not drawn),-1,nt,0.1,0,nt,16,32,1.2,16
Clc1cccc(Cl)c1C1N2CCCN12 (stereo not drawn),2,-5,-0.1,-2,2.9,12,-2,-0.7,7
CC(C)CNP(=S)(c1ccccc1)C(C)(C)C (stereo not drawn),1,-11,-0.2,-3,-0.2,15,8,-0.2,10
CCCCN1C(=O)/C(=C/c2ccc(N(C)C)cc2)C(=O)N(Cc2ccco2)C1=O,5,-13,-0.2,-2,1.6,20,3,-4.4,27
C/C(=N\Nc1cccc2ccccc12)c1c(O)n(Cc2ccccc2)c(=O)[nH]c1=O,-5,-1,2.0,-8,0.4,-8,1,-0.1,2
OC12ONC(c3ccccn3)C1N1CCC2CC1 (stereo not drawn),-4,-5,1.2,-3,0.7,19,4,1.4,6
Cn1c(=O)c2nncnc2n(C)c1=O,-6,-7,nt,-14,-0.4,6&-14,-5,2.0,7&10
CCOc1nc(NC(C)C)nc(N2CC3CC(C2)c2cccc(=O)n2C3)n1 (stereo not drawn),0,-6,0.5,1,1.1,4,-9,0.1,7
Cc1ccc(/C=C2\C(=O)NC(=O)N(CC3CCCO3)C2=O)s1 (stereo not drawn),13,-7,0.7,7,-0.8,-41,9,-0.8,9
O=[N+]([O-])c1cccc(CN2CCN(Cc3ccc(Cl)cc3)CC2)c1,-2,3,1.4,2,-0.4,-2,23,0.2,0

# An excerpt (hit frequency here may not be typical).
